Screening results: PubChem, several laboratories
M. tuberculosis GlmU – inhibition of mycobacterial GlmU enzyme – biochemical, glucosamine-1-phosphate acetyltransferase (AID 1376); Bifunctional protein GlmU (Mycobacterium tuberculosis (strain ATCC 25618 / H37Rv)); M. tuberculosis GlmU acetyltransferase enzyme assay; higher % means a stronger effect; one-dose inhibition, %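 (tested at 30 µM in the primary screen)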; IC50 in µM for titrated hits; 0.25% of 220,000 active; in the data active = inhibition above about 13%;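 note: 0% = complete reaction with vehicle and 100% = reaction without substrate; strong numbers were not always called active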
RmlCD inh 1536 – M. tuberculosis RmlC/RmlD coupled enzyme inhibitors, primary screen, biochemical, compound mixtures, 384-well, from 1536-well plates | RmlC+RmlD coupled enzyme assay, percent inhibition; primary screen in compound mixtures | 0.03% of 160,000 active | dTDP-4-dehydrorhamnose reductase (Mycobacterium tuberculosis (strain ATCC 25618 / H37Rv)) … | inhibition, % at 3.6 µM; in the data active = inhibition mostly above about 34%, no sharp cut-off; note: some results filed as inactive read as strong as hits
Target sequence (P9WH09 whole entry, looked up): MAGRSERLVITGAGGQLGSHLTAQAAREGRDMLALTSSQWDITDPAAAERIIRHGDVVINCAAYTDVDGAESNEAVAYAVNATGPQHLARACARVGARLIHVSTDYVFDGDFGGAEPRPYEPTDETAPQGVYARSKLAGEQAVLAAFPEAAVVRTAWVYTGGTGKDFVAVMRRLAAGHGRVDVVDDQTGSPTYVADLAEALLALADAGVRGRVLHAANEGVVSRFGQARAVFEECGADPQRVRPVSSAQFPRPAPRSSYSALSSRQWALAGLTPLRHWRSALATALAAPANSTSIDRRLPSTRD
Target sequence (P9WH11 whole entry, looked up): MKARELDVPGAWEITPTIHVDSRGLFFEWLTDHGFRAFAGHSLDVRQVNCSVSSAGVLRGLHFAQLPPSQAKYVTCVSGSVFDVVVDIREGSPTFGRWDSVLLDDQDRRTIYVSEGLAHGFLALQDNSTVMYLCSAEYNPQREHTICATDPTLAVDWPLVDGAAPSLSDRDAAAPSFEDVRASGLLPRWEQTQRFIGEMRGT
* marks the source's active call; other numbers are inactive results; / = no result given; & = joins results of further samples. The list is partial; count on the stated rates, not on these rows.

structure	M. tuberculosis GlmU	RmlCD inh 1536
COc1ccc(CNC(=O)COC(=O)c2ccc(F)c(S(=O)(=O)N3CCCCC3)c2)cc1OC	5.1%	-11
Cc1noc(C)c1COC(=O)c1cnc(Cl)c(Cl)c1	1.8%	2
CCC(C)NC(=O)CSc1nnc(-c2ccc(C(C)(C)C)cc2)n1C (centres undefined)	-3.7%	-10
Cn1c(=O)oc2cc(S(=O)(=O)NCCC(=O)N3CCc4ccccc43)ccc21	/	8
O=C(Nc1ccc(C(F)(F)F)cc1)c1cnc(N2CCN(c3ccccn3)CC2)c2ccccc12	2.7%	13
Cc1cc(NC(=O)CN2CCC(O)(c3cccc(F)c3)CC2)no1	-2.4%	12
CNc1c(C(=O)O)ccc2c1C(=O)c1ccccc1C2=O	2.6%	-8
CCCOC(=O)CCNc1n[nH]c(=O)[nH]c1=O	-0.3%	-7
COc1ccc(-c2nnc(CSc3nnc(-c4ccncc4)n3C3CCCCC3)o2)cc1OC	-2.1%	/
CC(=O)C1=C(C)NC(C)=C(C(C)=O)C1c1cn(-c2ccccc2)nc1-c1cccs1	-3.3%	/
COc1ccc(OCC(=O)Nc2cccc3cccnc23)cc1	-0.3%	-5
Cc1ccnn1C(C)C(=O)O (centres undefined)	-5.5%	4
Cc1nn(CCC(=O)NNC(=S)Nc2ccccc2)c(C)c1Br	1.4%	-9
CC(C)=NOc1nc(N(C)C)nc(N2CCOCC2)n1	4.1%	12
O=C(Cn1nnc(-c2ccccc2F)n1)Nc1ccc(C(=O)N2CCOCC2)cc1	2.8%	12
Cc1ccc(-c2nn(-c3ccccc3)cc2/C=N/NC(=O)CSc2nnc(C)n2-c2ccccc2)cc1	-2.4%	/
COc1ccccc1NC(=S)NNC(=O)c1nn(C)c(C)c1Cl	8.9%	-3
N#Cc1ccccc1Cn1cc(C(=O)c2ccco2)c2ccccc21	1.8%	/
Cc1ccc(NC(=O)CN2CCc3ccccc3C2)cc1S(=O)(=O)N1CCOCC1	-8.0%	-4
CC(=O)Nc1ccc(S(=O)(=O)Nc2nc3ccccc3nc2Sc2nncn2C)cc1	0.8%	2
COc1ccc(C(c2nnnn2C2CCCCC2)N2CCN(c3ccccc3F)CC2)cc1 (centres undefined)	-7.7%	/
CCCCC(=O)NC(Nc1ccc(C)cn1)(C(=O)OCC)C(F)(F)F (centres undefined)	0.6%	/
Cc1ccc(N(CCCCN2C(=O)c3ccccc3C2=O)C(=O)c2ccc(Cl)s2)cc1	-8.3%	-1
CCCCCCNS(=O)(=O)c1ccc(NC(=O)C2CCCO2)cc1 (centres undefined)	5.4%	/
CCCN(CCC)CCCNC(=O)CS(=O)Cc1nc(-c2ccc(OC)c(OC)c2)oc1C (centres undefined)	7.4%&-2.0%	7
COc1ccc(N2CCN(C(CNC(=O)C(=O)NCCCn3ccnc3)c3ccco3)CC2)cc1 (centres undefined)	-4.0%	11
CCN(CC)CCNC(=O)Cn1cnc2sc(C)c(S(=O)(=O)N3CCN(c4ncccn4)CC3)c2c1=O	-0.2%	-10
CN(C)S(=O)(=O)c1cccc(-c2nnc(SCc3cc(Cl)cc4c3OCOC4)n2N)c1	7.1%	-3
O=C(CN1C(=O)COc2ccc(S(=O)(=O)N3CCCC3)cc21)N1CCCC1	-1.0%	-7
N#Cc1ccc(-c2ccc(Cl)cc2)nc1Oc1ccc(F)cc1	3.0%	-3
O=C(NC1=NCCS1)C1CC2CCC1C2 (centres undefined)	-1.2%	5
O=C1CCCC(=O)C1C(=O)C1CCN(S(=O)(=O)c2ccccc2)CC1	-0.1%	-7
CC(C)(C)C(=O)NC(=S)Nc1sc2c(c1C(N)=O)CCC2	-1.5%	5
Cc1ccc(C(=O)CSc2nc3ccccc3c(=O)[nH]2)cc1	0.3%	-4
O=C(O)CCCCCCNS(=O)(=O)c1ccccc1	-1.8%	3
O=C(N/N=C/c1ccc[nH]1)c1ccccc1O	10%	-9
O=c1c(O)c(-c2ccc3c(c2)OCO3)oc2ccccc12	-3.4%	13
CSCCC1Nc2ccc(S(=O)(=O)N3CCOCC3)cc2NC1=O (centres undefined)	3.1%	4
CCOC(=O)c1cn2nc(-c3ccc(OCC)cc3)cc2nc1C1CCN(C(=O)OC(C)(C)C)CC1	-4.0%	-6
COc1ccc(OC)c(NC(=S)N2CCc3ccccc3C2)c1	0.9%	-11
CC(C)c1onc(C(=O)NCc2ccc(Cl)cc2)c1[N+](=O)[O-]	-4.3%	2
CSCCC(NC(=O)c1ccccc1)C(=O)NC1CC1 (centres undefined)	3.3%	/
O=C(CSCc1ccc(Cl)cc1Cl)Nc1ccccc1C(=O)Nc1ccc(C(=O)O)cc1	-3.2%	-12
CCNC(=S)NNC(=O)CCn1cc(C)cn1	4.2%	7
Cc1ccc(Cl)cc1N1CCN(Cc2cc3c(cc2O)CCC3)CC1	/	3
C/C(=N\O)c1ccc2c3c([nH]c2c1)CCCC3	6.4%	11
COc1ccc(-c2cc(C(=O)OC3CCOC3=O)c3ccccc3n2)cc1 (centres undefined)	-1.1%	0
Cc1c(Nc2nc3ccccc3nc2NS(=O)(=O)c2ccccc2)c(=O)n(-c2ccccc2)n1C	4.0%	5

5 entries drawn at random from those above:
structure	M. tuberculosis GlmU	RmlCD inh 1536
CCOC(=O)c1cn2nc(-c3ccc(OCC)cc3)cc2nc1C1CCN(C(=O)OC(C)(C)C)CC1	-4.0%	-6
CSCCC1Nc2ccc(S(=O)(=O)N3CCOCC3)cc2NC1=O (centres undefined)	3.1%	4
O=c1c(O)c(-c2ccc3c(c2)OCO3)oc2ccccc12	-3.4%	13
C/C(=N\O)c1ccc2c3c([nH]c2c1)CCCC3	6.4%	11
CCNC(=S)NNC(=O)CCn1cc(C)cn1	4.2%	7

Additional compounds follow:
compound	M. tuberculosis GlmU	RmlCD inh 1536
N#CCSc1nc2c(c(=O)n1Cc1ccccc1)C1(CCCC1)Cc1ccccc1-2	-0.1%	-6
Cc1ccc(C(=O)N/N=C\c2ccccn2)cn1	-0.3%	8
COc1cccc(C(=O)NCC(=O)N2CCC(C)CC2)c1	2.6%	/
CS(=O)(=O)N1CCc2cc(C(=O)NC3CC3)ccc21	-6.3%	5
O=C(COC(=O)c1cccnc1Cl)c1ccc(OC(F)F)cc1	-3.5%	2
COC(=O)c1ccccc1NC(=O)C1CCCO1 (centres undefined)	-4.5%	/
CC(C)(C)c1ccc(C(=O)NCc2nnc(SCC(=O)N3CCCc4ccccc43)n2-c2ccccc2)cc1	-1.3%	4
Cc1ccnc(NC(=O)c2ccoc2C)c1	1.9%	7
Cc1ccc(SC(=O)c2c(C)noc2-c2cc(C)on2)cc1	-8.3%	13
O=C(NCCCN1CCN(c2ccc(F)cc2)CC1)Nc1ccc([N+](=O)[O-])cc1	-3.4%	-8
CCC1=NN(C(=O)Cc2ccc([N+](=O)[O-])cc2)C(O)(c2ccc(Br)cc2)C1 (centres undefined)	1.4%	5
COCCn1nnnc1C(c1cc2cc(C)ccc2[nH]c1=O)N1CCCCCC1 (centres undefined)	-3.7%	-8
Clc1ccc(C[n+]2cc(-c3ccccc3)n3c2CCC3)cc1	1.5%	-9
Cc1cccc2cc(CN(C(=S)NCC(C)C)C3CCCC3)c(=O)[nH]c12	1.8%	-1
CCCCNS(=O)(=O)c1ccc2nc(-c3cccnc3)cc(C(=O)NCCCOC)c2c1	3.2%	-9

Profiles as entered above.
Cc1ccc(SC(=O)c2c(C)noc2-c2cc(C)on2)cc1 across the screens: M. tuberculosis GlmU = -8.3%; RmlCD inh 1536 = 13
N#CCSc1nc2c(c(=O)n1Cc1ccccc1)C1(CCCC1)Cc1ccccc1-2 across the screens: M. tuberculosis GlmU = -0.1%; RmlCD inh 1536 = -6

Next section.
compound	M. tuberculosis GlmU	RmlCD inh 1536
COc1ccc(CCNC(=O)c2c(C)nc3ccccn23)cc1	3.3%	-5
Cc1ccc(S(=O)(=O)NC2CCCCC2)c(C)c1NS(C)(=O)=O	-5.5%	1
N#C/C(=C/c1ccc(N2CCCCCC2)o1)c1cccc(F)c1	-4.0%	/
S=c1ccc2ccccc2[nH]1	1.8%	-8
CC(C)[N+](C)(CCC(C(N)=O)(c1ccccc1)c1ccccc1)C(C)C	6.1%	1
CCNc1cc(N2CCCC2)ccc1[N+](=O)[O-]	0.9%	/
COC(=O)c1cc(O)c(O)c(O)c1	-2.6%	/
CCCN1Cc2cccc(C(=O)NC(CC(=O)OCC)c3ccc(C)cc3)c2C1=O (centres undefined)	-6.5%	-6
CC[N+](C)(C)c1cccc(O)c1	4.8%	/
Cn1c(N)c(C(=O)COC(=O)CC2CC3CCC2C3)c(=O)n(C)c1=O (centres undefined)	5.6%	-5
CCOC(=O)CSC1=Nc2ccccc2C2=NC(CC(=O)NCc3ccccc3)C(=O)N12 (centres undefined)	3.9%	7
CCOC(=O)C1=C(CN2CCN(CCC#N)CC2)NC(=O)NC1c1ccc2c(c1)OCO2 (centres undefined)	-4.8%	-8
O=C(NNC(=S)NC1CCCCC1)c1ccc2c(c1)OCO2	-0.1%	5
COCCNC(=O)[C@H](CSCc1ccccc1)N1Cc2ccccc2C1=O	-0.4%	-11
O=C(NCc1ccccc1)c1ccc(OC2CSC2)cc1	3.5%	-4
COc1ccc(-c2nc(CS(=O)CC(=O)N3CCCC3)c(C)o2)cc1 (centres undefined)	-6.8%	22
CCc1cc2c(=O)c(-c3ccc4c(c3)OCCO4)coc2cc1OC(=O)c1ccco1	-6.0%	/
O=C(Cn1cnc2ccccc21)N/N=C/c1cccs1	-0.8%	-13
Cc1nc2nc(-c3ccccc3)nn2c(C)c1Cl	3.0%	/
Cc1cc(S(=O)(=O)NCC(C)C)ccc1OCC(=O)N1CCOCC1	4.7%	6
COc1ccc(-c2nnc(SCC(=O)Nc3cccc(Cl)c3)o2)cc1	-0.5%	7
COc1ccc(CNC(=O)c2ccc(Br)cc2)cc1	2.2%	/
Cc1c(C=N)c(O)n(C)c(=O)c1C#N	1.8%	5
CCOc1ccccc1-n1c(SCC(=O)NC(C)CC)nnc1-c1ccoc1C (centres undefined)	0.3%	101
O=C(CN1CC[n+]2c(-c3cccs3)csc21)c1ccc(Br)cc1	1.2%	5
COc1cccc(NC(=O)Cn2nnc(-c3ccccc3N)n2)c1	4.9%	3
CN1CCN(S(=O)(=O)c2ccc(NC(=O)C(C)(C)C)cc2)CC1	1.1%	/
CCN1CCN(C2=CC3=CC(=C(C#N)C#N)CCC3CC2)CC1 (centres undefined)	-10%	-2
O=C(Nc1ccc(NC(=O)C2CC2)cn1)c1ccccc1Cl	0.8%	11
COc1ccc(NC(=O)Nc2c(C)noc2-c2ccccc2)cc1	-5.9%	-10
CC1CCCN(c2ncnc3c2cnn3-c2ccccc2)C1 (centres undefined)	-2.8%	/
O=S1(=O)C=C(SCc2ccccc2)Nc2ccccc21	2.1%	-9
CCOc1ccc(NC(=O)NCc2cccnc2)cc1	0.1%	-1
O=C1/C(=C/c2cccnc2)SC(=S)N1CC1CCCO1 (centres undefined)	3.3%	-5
CN1CCCN(C(=O)c2cc(-c3ccc(Cl)c(Cl)c3Cl)nc3ccccc23)CC1	2.1%	-36
COC(=O)c1ccc(NC(=O)c2cc(Cl)ccc2OC)cc1	-1.7%	/
COc1ccccc1OCCn1c(C(C)O)nc2ccccc21 (centres undefined)	0.7%	3
Clc1ccc(CSc2nnc(-c3ccncc3)o2)cc1	-2.2%	/
COc1cc(C2NC(=O)NC(C)=C2C(=O)OC(C)(C)C)ccc1OCC(=O)O (centres undefined)	4.2%	5
COC(=O)c1ccc(OC(=O)c2ccco2)cc1	-1.4%	10
O=C1c2ccccc2NC2CCCCC12 (centres undefined)	5.8%	-2
COc1ccc(CCN=C(N)NS(=O)(=O)c2ccc(C)cc2)cc1	1.8%	-8
O=C(O)CCC(=O)Nc1ccc(OCC(=O)O)cc1	-0.7%	-3
CCCCSc1nnc([C@@H]2CCCN2C(=O)OC(C)(C)C)o1	2.4%	8
COc1ccc(NC(=O)Nc2ccc(OC)c(OC)c2)c([N+](=O)[O-])c1	4.7%	2
Cc1cc(C)n(CC(=O)n2c3ccccc3c3ccccc32)n1	-2.6%	-2
CCCCNC(=O)c1ccc(CS(=O)(=O)c2ccc(OC)cc2)o1	-5.4%	-1
COC(=O)c1cc(=O)n(C2CC2)c(=NC2CC2)s1	0.9%	-52
CC(OC(=O)C1=COCCO1)C(=O)Nc1cc(S(=O)(=O)N2CCCCC2)ccc1Cl (centres undefined)	-1.6%	-10
Cc1ccc(C2C(C#N)=C(N)SC(N)=C2C#N)cc1	/	-9
CC(NC(=O)C(C)(C)C)C(c1cccs1)N1CCOCC1 (centres undefined)	0.8%	-11
CCS(=O)(=O)Nc1ccc(C(=O)CC2(O)C(=O)Nc3ccc(Br)cc32)cc1 (centres undefined)	3.8%	11
COc1ccc(CC(=O)Nc2ccc(N3CCN(c4ccc(OC)cc4)CC3)c(C#N)c2)cc1	-1.4%	-3
C/C(CC(=O)NCc1ccc(F)cc1)=N\NC(N)=S	-0.3%	-5
COc1ccc(CCn2c(C)cc(C(=O)CSc3nnnn3C)c2C)cc1	5.8%	-6
O=C(/C=N/O)Nc1ccccc1C(=O)O	5.2%	/
CC(=O)N1CCc2cc(S(=O)(=O)N3CCOCC3)ccc21	6.2%	-9
Cc1ccccc1NC(=O)NCCc1c[nH]c2ccccc12	0.7%	4
CCCC(=O)OCC(=O)Nc1ccc2[nH]c(=O)[nH]c2c1	2.1%	-10
